# CHO-K1 Ca antag: M1 antagonist counterscreen hit in parental CHO-K1 cells; hit rate 0.6% among 360,000; inhibition, % at 3 µM; ATP-induced calcium, Fluo-8 fluorescence;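 active = inhibition above a per-plate cutoff, the plate's mean sample inhibition plus 3 SD, cut at about 24% in these data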;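 note: 0% = DMSO plus EC80 ATP and 100% = DMSO alone without ATP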
# GPR7 antagonist: GPR7 receptor antagonists, primary screen, cell-based, fluorescence, single concentration. Neuropeptides B/W receptor type 1 (Homo sapiens), P48145. GPR7-expressing cells, fluorescence antagonist assay. inhibition, % at 4.4 µM. hit rate 1.1% among 290,000. AID 1861, 2009; in the data active = inhibition above about 16%, passing the limit was not always enough;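 note: cells stimulated with the agonist NPW; 0% = agonist with vehicle and 100% = vehicle without agonist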
# Target sequence (P48145 whole entry, looked up): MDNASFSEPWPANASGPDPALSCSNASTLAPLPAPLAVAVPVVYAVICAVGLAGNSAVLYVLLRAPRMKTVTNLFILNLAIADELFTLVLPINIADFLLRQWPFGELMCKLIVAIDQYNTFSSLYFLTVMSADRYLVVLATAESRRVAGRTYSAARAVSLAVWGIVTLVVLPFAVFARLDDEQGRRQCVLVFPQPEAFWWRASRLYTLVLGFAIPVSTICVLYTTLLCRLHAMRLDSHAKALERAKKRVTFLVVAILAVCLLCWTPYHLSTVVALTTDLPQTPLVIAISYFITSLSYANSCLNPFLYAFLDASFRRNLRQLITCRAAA
# TAAR1 antagonist: human TAAR1 antagonists, primary screen, Fluo-8 calcium fluorescence, CHO RD-HGA16 cells; Trace amine-associated receptor 1 (Homo sapiens), Q96RJ0; antagonist; inhibition, % at 3 µM; hit rate 1.5% among 360,000;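 active = inhibition above a per-plate cutoff, the mean inhibition of test compounds on that plate plus 3 SD, cut at about 49% in these data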;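 note: 0% = DMSO plus EC80 beta-PEA response and 100% = DMSO alone without agonist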
# Target sequence (Q96RJ0 whole entry, looked up): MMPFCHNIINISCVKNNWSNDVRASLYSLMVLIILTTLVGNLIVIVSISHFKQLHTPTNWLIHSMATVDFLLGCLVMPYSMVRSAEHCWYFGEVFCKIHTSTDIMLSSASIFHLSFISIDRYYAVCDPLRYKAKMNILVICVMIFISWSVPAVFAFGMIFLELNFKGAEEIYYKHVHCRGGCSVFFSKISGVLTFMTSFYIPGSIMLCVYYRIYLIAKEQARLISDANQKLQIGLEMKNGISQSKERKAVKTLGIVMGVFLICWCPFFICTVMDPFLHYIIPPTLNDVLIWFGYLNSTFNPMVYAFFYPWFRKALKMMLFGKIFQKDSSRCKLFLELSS
#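 Test system – hTAAR1-expressing CHO RD-HGA16 cells, Gα16-coupled · Also added – β-PEA at EC80 concentration, post-compound challenge · Compound – 3 µM, single point · Incubation – dye loading 75 min at 37 °C, then 30 min room temperature · Measured by – Fluo-8 intracellular calcium dye fluorescence, real-time kinetic reads · Benchmarks – vehicle and agonist controls · Replicates – singlicate, one well per test compound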
# M1 ag parental: counter-screen for M1 agonists: effect in parental CHO-K1 cells; Fluo-8 calcium fluorescence; scaled to maximal ATP response, vehicle zero; activation, % at 3 µM; hit rate 0.48% among 360,000; AID 602248, 2012; in the data active = activation above about 15%;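 note: untransfected CHO-K1 host cells lacking M1 receptor as counterscreen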
# CHO-K1 Ca PAM: nonselective calcium activators in parental CHO-K1 cells, primary screen, counter-screen for M1 PAM project, cell-based, Fluo-8 calcium fluorescence, full deck, 1536-well; ATP EC20; 0% at ATP EC20, 100% at ATP max; activation, % at 3 µM; hit rate 0.02% among 360,000; AID 602247, 2012;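 active = activation above the run cutoff, the mean activation of all test compounds plus 3 SD, cut at about 40% in these data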;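 note: peak over basal fluorescence ratio in a 140 s read after ATP addition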
# OXTR potentiator: human OXTR potentiators, primary screen, fluorescence, CHO-OTR cells, Fluo-8 calcium; activation, % at 3 µM; hit rate 0.061% among 320,000; Fluo-8 calcium fluorescence, potentiator mode; 0% = oxytocin EC15, 100% = EC100; Oxytocin receptor (Homo sapiens), P30559;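 active = activation above that plate's cutoff, the mean activation of tested compounds plus 3 SD, cut at about 6.6% in these data, passing the limit was not always enough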;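 note: 100% uses oxytocin at 75 nM as the full agonist control; some results filed as inactive read as strong as hits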
#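 Measured by – Fluo-8 calcium dye fluorescence · Test system – human OTR in CHO cells · Dosing – one concentration, 3.0 µM compound · Controls – EC15 oxytocin alone as 0%, 75 nM oxytocin as 100% · Evaluation – normalized max/min fluorescence ratio, % activation · Timing – 6 min pre-incubation, 100 s read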
# V1R ag counter: agonists of human V1a receptor, primary screen, counter-screen for OXTR agonist project, fluorescence, CHO-V1R cells; hit rate 0.25% among 320,000; AID 2797, 2010; Vasopressin V1a receptor (Homo sapiens), P37288; Fluo-8 calcium fluorescence, agonist mode; 0% DMSO, 100% 3 nM vasopressin; activation, % at 3 µM;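 active = activation above the mean activation of all tested compounds plus 3 SD, per screening run, cut at about 20% in these data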;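 note: signal is peak over basal fluorescence ratio across a 100 second FLIPR read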
# Target sequence (P37288 whole entry, looked up): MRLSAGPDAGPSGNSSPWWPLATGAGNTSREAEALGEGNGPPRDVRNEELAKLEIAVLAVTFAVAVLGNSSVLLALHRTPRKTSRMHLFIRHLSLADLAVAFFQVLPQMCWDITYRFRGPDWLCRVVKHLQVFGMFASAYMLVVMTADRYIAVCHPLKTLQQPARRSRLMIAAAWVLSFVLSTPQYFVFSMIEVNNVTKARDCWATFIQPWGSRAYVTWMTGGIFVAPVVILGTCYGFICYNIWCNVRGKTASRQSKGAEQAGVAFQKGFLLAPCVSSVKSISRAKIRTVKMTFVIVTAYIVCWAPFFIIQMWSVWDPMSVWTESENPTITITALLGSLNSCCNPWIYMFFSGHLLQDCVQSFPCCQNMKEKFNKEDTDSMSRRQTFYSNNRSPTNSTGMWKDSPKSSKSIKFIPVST
# CHO parental Ca: ATP-evoked calcium signal inhibitors, parental CHO, primary screen, counter-screen for OX1R antagonist project, cell-based, fluorescence, Fluo-8 calcium dye. parental CHO-K1, ATP-induced calcium, Fluo-8 fluorescence. hit rate 0.63% among 330,000. AID 463079, 2010. inhibition, % at 5.6 µM;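 active = inhibition above that plate's mean sample inhibition plus 3 SD, cut at about 26% in these data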;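 note: 0% = ATP-challenged DMSO wells and 100% = DMSO wells without ATP; some compounds past the cut are filed as inactive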
#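 Test system: parental CHO cells; detection: calcium-sensitive Fluo-8 fluorescence; evaluation: percent inhibition of calcium signal; also added: ATP as calcium-mobilizing challenge; repeats: one well per compound; control set: ATP-challenged DMSO wells low, unchallenged DMSO wells high; compound: single nominal dose of 5.6 µM per compound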
# OXTR ag: human OXTR agonists, primary screen, fluorescence, CHO-OTR cells, Fluo-8 calcium; hit rate 0.32% among 320,000; AID 2435, 2010; activation, % at 3 µM; Fluo-8 calcium fluorescence; normalized: DMSO 0%, oxytocin 100%;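 active = activation above the mean of all tested compounds plus 3 SD, cutoff set per screening run, cut at about 20% in these data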;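 note: peak over basal fluorescence ratio from a 100 s FLIPR kinetic read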
# The depositor's hits bear a star; x = no result given.
SMILES,CHO-K1 Ca antag,GPR7 antagonist,TAAR1 antagonist,M1 ag parental,CHO-K1 Ca PAM,OXTR potentiator,V1R ag counter,CHO parental Ca,OXTR ag
O=[N+]([O-])c1ccc(N2CCN(S(=O)(=O)Cc3ccccc3)CC2)cc1N1CCOCC1,2,-12,12,0.8,13,-14,6.2,-9,1.7
CCCCCCOC(=O)c1ccc(N)cc1,-9,-8,-10,-0.1,-8,-2,-0.4,2,0.2
O=C(C[C@H]1C[C@H](C(=O)N2CCOCC2)[C@@]2(CCC3CCCC3)c3[nH]c4cc(-c5ccco5)ccc4c3CCN2C1=O)NCCN1CCOCC1,-5,x,18,0.6,-7,x,x,-12,x
COc1ccc(NC(=S)NC(=O)c2cncc(Br)c2)cc1,-6,x,-6,1.8,17,-2,0.1,-15,0.2
COCCCNS(=O)(=O)c1ccc(Oc2ncc(C(F)(F)F)cc2Cl)cc1,-2,-15,7,2.2,11,-23,6.4,-3,6.8
COc1ccc([C@H]2C[C@H](O)[C@@H](n3cc(-c4ccc(F)cc4)nn3)CN2C(=O)C2CCCCC2)cc1,-17,x,-15,0.2,12,x,x,x,x
O=C(c1cccc(S(=O)(=O)N2CCOCC2)c1)N1CCN(Cc2ccc3c(c2)OCO3)CC1,-8,-12,-7,0.3,-11,-1,1.2,-10,0.3
C#CCNC(=O)C1=C[C@@H](c2coc3ccccc3c2=O)[C@H](CCCO)[C@@H](OCC)O1,-12,-12,-11,0.6,11,4,1.2,-1,0.5
CCn1c(CCCCc2n[nH]c(=S)n2CC)n[nH]c1=S,-7,-5,-8,0.0,-6,-9,1.0,-4,1.4
Cn1c(C(=O)N2CCC(C(=O)N3CCOCC3)CC2)cc2sccc21,2,20*,-10,0.2,-4,-9,1.1,2,-0.6
COc1ccc2ccccc2c1-c1sc(Nc2ccccc2)n[n+]1-c1ccc(F)cc1,-9,6,-12,16*,-3,-12,9.6,-11,17
COc1ccc(C(=O)Nc2ccccc2C(=O)N2CCCCCC2)cc1OC,-3,-12,-15,0.6,-9,1,0.4,-25,-1.0
O=c1[nH]c(C2CCN(S(=O)(=O)c3ccc([N+](=O)[O-])cc3)CC2)nc2c1nnn2Cc1ccccc1,-2,-12,-4,1.2,13,-8,0.7,8,0.3
CCOC(=O)N1CCN(S(=O)(=O)c2ccc(OCC)c(C)c2)CC1,-1,-8,-6,1.0,-10,-22,2.7,-26,2.3
Cc1cc2c(NS(=O)(=O)c3ccc(F)cc3)cccc2nn1,-7,-17,-23,1.1,15,-4,0.9,-14,0.5
O=C(Nc1ccc2c(c1)OCCO2)c1ccccc1F,-17,16,-2,1.4,14,-4,0.4,0,-0.7
CC(=O)/C=C(\C)Nc1ccc(-c2cnc(-c3ccccc3)o2)cc1,-2,4,-2,0.1,2,-17,-1.3,1,-0.8
N#Cc1cccc(NC(=O)NCCc2c[nH]c3ccccc23)c1,11,2,31,5.0,2,-7,2.0,9,2.4
c1ccc2c(CCc3ccncc3)cccc2c1,18,x,-2,-0.9,-24,x,x,x,x
CN1CC[C@]2(CCN3CCc4c(oc5ccccc45)[C@@H]3C2)N(C)C1=O,10,x,-14,0.8,10,-4,1.6,-7,0.2

# Entries listed above that bear a hit mark in GPR7 antagonist:
molecule	GPR7 antagonist	TAAR1 antagonist
Cn1c(C(=O)N2CCC(C(=O)N3CCOCC3)CC2)cc2sccc21	20*	-10

# (list continues)
SMILES,CHO-K1 Ca antag,GPR7 antagonist,TAAR1 antagonist,M1 ag parental,CHO-K1 Ca PAM,OXTR potentiator,V1R ag counter,CHO parental Ca,OXTR ag
COc1ccccc1NS(=O)(=O)c1cccc(NC(=O)CCNC(=O)c2ccccc2OC)c1,-2,x,57*,6.5,12,-7,5.8,-9,0.6
CC(NC(=O)c1ccc(N2CCNCC2)c([N+](=O)[O-])c1)C12CC3CC(CC(C3)C1)C2 (stereo unspecified),x,17,x,x,x,-3,1.1,20,4.8
O=C(c1ccc(Cl)cc1)N1C2C=CC(C2)C1(C(F)(F)F)C(F)(F)F (stereo unspecified),1,-1,14,-0.7,6,0,-1.4,-11,-2.3
CCOc1ccc(S(=O)(=O)NCCC(=O)NCC(c2cccs2)N2CCOCC2)cc1 (stereo unspecified),-8,6,-15,0.6,4,-7,-0.9,-8,-1.4
COc1cc(/C=C/C(=O)N2CCN(C)CC2)cc(S(=O)(=O)N2CCc3ccccc32)c1OC,-2,5,-7,0.7,-6,-1,1.3,0,-0.1
CC/C(Cc1ccccc1)=N/NC(=O)c1cccc(Br)c1,-6,-6,-2,-0.2,4,-5,-0.9,-15,-1.9
CC(=O)Nc1sc2c(c1C(c1ccccc1Cl)N1CCN(CCO)CC1)CCCC2 (stereo unspecified),2,1,-16,1.1,14,-1,2.0,-13,5.5
COc1ccc2cc(-c3[nH]ncc3CNCCn3nc(C)cc3C)ccc2c1,-17,-15,-2,0.7,27,5,-0.6,-21,1.2
Cc1cc2c(c(SCC(=O)NCCc3ccccc3)n1)C(=O)OC2,0,-5,4,-0.3,-22,-1,0.5,-5,0.5
COCCCN1C(=O)C(O)=C(C(C)=O)C1c1cccc(F)c1 (stereo unspecified),-13,9,-1,0.2,20,-14,0.1,-7,0.3
COC(=O)c1ccccc1NS(=O)(=O)c1ccc(F)cc1,-8,-1,7,-0.1,1,-4,-1.4,-17,-2.3
CN1C(=O)[C@H]2[C@@H](c3ccc(C(F)(F)F)cc3)N[C@]3(CCCN(Cc4cccn4C)C3=O)[C@H]2C1=O,-17,x,-19,-0.1,25,x,x,x,x
COc1ccc(C(=O)Nc2cc(-c3nn4c(C)nnc4s3)ccc2C)cc1,-7,-6,2,-0.1,16,-5,-1.4,-4,-2.2
CC(C)(C)C(=O)Nc1cccc(-c2nc3ccccc3[nH]2)c1,5,5,15,2.4,6,0,1.4,-3,1.5
COc1cccc(OCCn2c(C)c(/C=N/n3cnnc3)c3ccccc32)c1,14,2,15,0.7,-5,-8,3.0,-10,8.8
N#Cc1ccc2nc3c(nc2c1)CCCC3,-9,-18,-19,1.0,13,-9,1.1,-7,-0.4
NC(=O)CN1C(=O)C2CCCCN2C(=O)c2ccccc21 (stereo unspecified),-11,1,2,0.4,20,5,0.5,2,1.0
COc1ccc2[nH]cc(C(=O)N3CCCCC3)c(=O)c2c1,-4,0,-11,0.5,15,-2,-0.6,-2,-0.5
Cc1ccc(NC(=O)CN2CCCC2c2cccn2C)c(Br)c1 (stereo unspecified),-17,x,-26,0.7,12,-9,-1.2,-18,-2.0
Nc1nc(-c2ccc(Br)cc2)c(S(=O)(=O)c2ccccc2)s1,-5,-13,10,0.0,6,-14,-1.2,-4,-2.3
O=C(CCN1CCN(C/C=C/c2ccccc2)CC1)Nc1ccccc1Cl,5,-4,-4,0.6,0,2,0.4,-15,0.1
O=C(O)c1ccccc1NN=Cc1ccccc1,-5,x,-19,-0.2,-8,x,x,x,x
Cc1cccc(C)c1N1C(=O)CC(N2CCN(S(=O)(=O)c3ccccc3F)CC2)C1=O (stereo unspecified),-8,x,-2,1.4,-1,-3,1.8,-10,2.3
COC(=O)Cn1nnc(N2CCOCC2)n1,-4,-12,-18,0.1,7,-1,-0.5,-5,1.2
O=C(/C=C/c1ccccc1Cl)NCc1ccco1,-18,5,12,1.8,11,-3,1.0,-4,1.3
COc1ccc(NC(=O)C2CCCN(S(=O)(=O)c3ccc4[nH]c(=O)ccc4c3)C2)cc1 (stereo unspecified),-9,-9,0,0.1,11,3,0.0,5,0.8
CCc1ccccc1NC(=O)CN(C)C(=O)Cn1ncc(Cl)c(Cl)c1=O,-10,-4,-31,-0.2,12,1,-0.4,1,-2.0
O=C(Cn1c(CC(=O)N2CCOCC2)nc2ccccc21)Nc1ccc2c(c1)OC(F)(F)O2,0,10,-6,1.4,11,-9,2.2,-9,5.1
Cc1ccccc1Nc1nnc(SCC(=O)Nc2ncc(C(F)(F)F)cc2Cl)s1,-10,-2,-2,0.2,21,-8,2.2,-25,-1.2
O=C(NCc1ccco1)C(c1ccc(F)cc1)N(C(=O)Cc1cccs1)c1cccnc1 (stereo unspecified),12,-9,-5,0.3,-4,0,-1.5,-23,-1.7
CC(C)CCOc1cccc(OCC(=O)N(C)C2CCS(=O)(=O)C2)c1 (stereo unspecified),-5,-5,-7,-0.2,-1,-7,1.2,-22,-0.3
CS(=O)(=O)c1ccc(Cl)c(NC(=O)COC(=O)CCN=C2NS(=O)(=O)c3ccccc32)c1,-3,x,-20,1.2,-2,-4,0.3,-12,-0.2
CCn1nnnc1SCC(=O)Nc1cccc(C)n1,-10,-3,-10,0.1,15,-1,2.4,-2,-0.4
CCC(c1nnnn1Cc1ccc(OC)cc1)N(CCCO)Cc1cc2cc3c(cc2[nH]c1=O)OCO3 (stereo unspecified),2,-5,5,1.1,14,-1,-0.8,-13,-0.8
COc1ccc(CNC(=O)C2CCCN2S(=O)(=O)c2ccc(C)cc2)cc1 (stereo unspecified),-8,10,-9,-0.1,12,-7,-1.4,-17,-0.5
CCn1nc(C)c(/C=N/NC(=O)c2c[nH]c3ccccc23)c1C,-10,-9,4,0.2,6,-7,0.2,0,1.5
Cc1ccc(-n2ncc3c(NCCCOC(C)C)ncnc32)c(C)c1,10,-9,-12,0.7,-2,-7,2.0,-14,-0.1
COC(=O)c1ccccc1-c1ccc(/C=C2\C(=O)N(c3ccccc3)N=C2c2ccccc2)o1,5,-4,10,-0.2,1,0,0.3,-12,0.3
O=S(=O)(/N=C(/Nc1ccccn1)c1ccccc1)c1ccccc1,-23,-5,1,0.6,-2,-1,-0.1,-8,-0.7
CCc1nc(SCC(=O)OC(C)C)c2ccccc2n1,-5,-6,-23,-0.5,2,4,-1.0,-11,-2.9
O=C(CC1S/C(=N/N=C/C=C/c2ccccc2)NC1=O)Nc1ccc(Cl)c(Cl)c1 (stereo unspecified),-13,-2,12,1.2,19,-4,-0.6,3,-0.7
CC(NC(=O)C(c1ccccc1)c1ccccc1)C(=O)N1CCCCC1 (stereo unspecified),-7,-20,-8,0.2,11,2,0.1,-10,-0.5
COc1ccc(OC)c(-n2c(O)cnc2Nc2nc(C)cc(C)n2)c1,-2,-8,-23,-0.2,2,-9,0.4,5,-0.1

# Screening results as filed in PubChem.
